mcGAS inh = blocks mouse cGAS activity; recombinant cGAS, Kinase-Glo ATP depletion luminescence; inhibition, % at 12.5 µM; Q8C6L5; 0.15% of 160,000 active;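 further: 0% = negative control wells and 100% = reference inhibitor with no enzyme activity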
NPYLR7 agonist = activates Aedes aegypti NPYLR7 receptor | HEK293T NPYLR7/Galpha15, GCaMP6s calcium fluorescence | activation, % at 10 µM | 0.15% of 270,000 active | AID 1259423; in the data active means activation above about 40%;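 further: 0% = vehicle and 100% = reference agonist at the receptor; some compounds past the cut are filed as inactive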
hcGAS lum = blocks human cGAS activity; 0.081% of 290,000 active; inhibition, % at 12.5 µM; AID 1259398; recombinant h-cGAS, ATP depletion, Kinase-Glo luminescence;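 further: 0% = vehicle reaction and 100% = reaction without DNA for no activity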
Target sequence (Q8N884 whole entry, looked up): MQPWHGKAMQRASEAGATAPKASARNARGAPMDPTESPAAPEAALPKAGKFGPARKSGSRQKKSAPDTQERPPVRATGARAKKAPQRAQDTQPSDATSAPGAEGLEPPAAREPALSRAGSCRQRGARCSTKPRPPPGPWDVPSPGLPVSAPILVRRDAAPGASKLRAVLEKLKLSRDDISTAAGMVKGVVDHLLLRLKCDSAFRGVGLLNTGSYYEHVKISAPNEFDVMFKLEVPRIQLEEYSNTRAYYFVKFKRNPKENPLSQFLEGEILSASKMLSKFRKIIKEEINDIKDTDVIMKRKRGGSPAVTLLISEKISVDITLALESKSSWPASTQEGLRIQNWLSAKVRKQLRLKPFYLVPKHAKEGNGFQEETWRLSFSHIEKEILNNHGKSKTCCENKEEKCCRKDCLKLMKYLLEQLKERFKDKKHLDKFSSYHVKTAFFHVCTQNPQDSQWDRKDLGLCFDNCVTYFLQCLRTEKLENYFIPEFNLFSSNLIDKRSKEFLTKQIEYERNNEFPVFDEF
Numbers without * were called inactive; x = not tested or not shown; & = joins results of further samples. Unless noted, no stated cut-off is given here; in the data, active means inhibition above about 40%; inactive means the rest.

SMILES	mcGAS inh	NPYLR7 agonist	hcGAS lum
COc1ccc(C(=O)N2CCN(C(C(=O)Nc3ccc(F)cc3)C3CCCC3)CC2)cc1 (stereo unspecified)	-3	-7	0
O=C(NCc1ccc(F)cc1)c1coc(CN(CCc2c[nH]c3ccccc23)Cc2cccc(Oc3ccccc3)c2)n1	-4	24	-4
CC1CCc2ccc(F)cc2N1S(=O)(=O)c1cccs1 (stereo unspecified)	x	3	2
CCc1cc(CN(C)Cc2cccc(OC)c2O)on1	x	0	-5
CCCCN(C)C(=O)c1sc(=O)n(CC(=O)c2ccc(F)cc2)c1C	x	-3	-2
CCN(CC(=O)NCc1cccnc1)Cc1cccc2c1OCCO2	x	2	1
NC(=O)C1CCCN(c2ncnc3sc4c(c23)CCCCC4)C1 (stereo unspecified)	x	6	-7
Cc1cc(C)n(-c2ccc(C(=O)N3CCCC(N(C)C)CC3)cc2)n1 (stereo unspecified)	x	13	-8
COCC(=O)Nc1ccc(N2CCN(C(=O)COCc3ccccc3)CC2)nc1	-5	2	-2
Cc1ccccc1NC1CCN(C(=O)c2c(C)oc(C)c2C)CC1	x	7	-7
CCCCN1N=C(c2ccc(F)cc2)Cn2c1nc1c2c(=O)n(CCCC)c(=O)n1C	-9	8	-9
COc1cccc(-c2cc(C(=O)NC(C)c3ccccc3)nc3cc(-c4ccccc4)nn23)c1 (stereo unspecified)	-8&-6	-5&18	-5&-3
O=C1NCC(c2ccc(Cl)cc2)Cc2[nH]c(Cc3cccnc3)nc21 (stereo unspecified)	x	1	4
CC(C)NC(=O)C(C)NC(=O)C12CC3CC(CC(C3)C1)C2 (stereo unspecified)	-2	6	-3
Cc1c(Br)cccc1C(=O)NC1CCN(C(N)=O)CC1	x	0	5

Filtered by structure, those above containing an aryl methoxy group (three)
SMILES	mcGAS inh	NPYLR7 agonist	hcGAS lum
COc1ccc(C(=O)N2CCN(C(C(=O)Nc3ccc(F)cc3)C3CCCC3)CC2)cc1 (stereo unspecified)	-3	-7	0
CCc1cc(CN(C)Cc2cccc(OC)c2O)on1	x	0	-5
COc1cccc(-c2cc(C(=O)NC(C)c3ccccc3)nc3cc(-c4ccccc4)nn23)c1 (stereo unspecified)	-8&-6	-5&18	-5&-3

The results go on:
SMILES	mcGAS inh	NPYLR7 agonist	hcGAS lum
COc1cccc(Cc2nsc(N3CCN(CCNC(=O)Nc4cccc(Br)c4)CC3)n2)c1	-4	-10	-11
CN(CCc1cnn(C)c1)C(=O)C1CCN(c2nc(-c3ccccc3)nc3c2CCC3)CC1	x	-2	0
COC(=O)c1sc(NC(=O)CSc2nnc3cc(C)c4ccccc4n23)c(C(=O)OC)c1C	-7	-5	-5
NC1(CNS(=O)(=O)c2cc(Cl)sc2Cl)CCCCC1	x	-1	-3
O=C(c1ccc(Oc2ccccc2)cc1)C1CCCN(C(=O)CCn2cccn2)C1 (stereo unspecified)	-14	4	-3
CCOc1ccc(C2CC(c3ccccc3)=NN2C(=O)CN2CCC(C)CC2)cc1 (stereo unspecified)	-4	-4	-5
COc1cccc(N2CC(C)Cn3c2nc2c3c(=O)n(CC(C)C)c(=O)n2C)c1 (stereo unspecified)	x	6	-2
COc1cccc(N2CCN(Cc3cn[nH]c3C(=O)O)C(C)C2=O)c1 (stereo unspecified)	x	16	-4
CCc1nc(N)c(C#N)c(-c2cccs2)c1C	x	2	-7
O=C(COc1ccccc1)N1CCN(c2cc(Oc3ccc(F)cc3Cl)ncn2)CC1	-9	-7	-3
CCOC(=O)c1ccc2c(c1)nc(SCc1ccc(Br)cc1F)n2Cc1ccc(C(F)(F)F)cc1	-4	-6	-6
O=NN(CCCl)C(=O)NC1CCCCC1	x	-7	0
Cc1ccc(C(=O)CSc2nnc(Cc3cccs3)n2C2CC2)s1	x	-3	3
COc1ccc2sc(N(Cc3cccnc3)C(=O)c3cc(C)no3)nc2c1	-1	-2	5
COC(=O)c1ccc2c(=O)n(Cc3ccc(C(=O)NCCN4CCCC4)cc3)c(=S)[nH]c2c1	-6	1	2
Cc1ccc(C(=O)Cn2nc(-c3ccco3)c3sc(C)nc3c2=O)cc1	-8	2	-1
Cc1ccc(CN(CCc2ccccc2)C(=O)Cn2ccc(=O)[nH]c2=O)s1	x	-3	-7
CCOC(=O)c1ccc2c(c1)N(Cc1cc(Cl)ccc1OC)C(=O)C(C)S2 (stereo unspecified)	x	4	1
Cc1ccc2nc(-c3cccc(F)c3)c(NC(C)(C)C)n2c1	-5	-2	-4
COc1ccc2nc(-c3cccc(NC(=O)Nc4cc(OC)c(OC)c(OC)c4)c3)cn2n1	-11	0	-7
Cc1ccc(-c2c(C)n([O-])c3c([n+]2=O)CCCCC3)o1	-4	-12	2
COc1ccccc1C(C)NCC(=O)Nc1c(F)cccc1F (stereo unspecified)	-15	0	-3
COCCCN(CCC(=O)N1CCCCC1)C(=O)c1cc(C)oc1C	-5	x	-6
Cc1cc(C(=O)N(C)Cc2snnc2C)nc(C)n1	x	-2	0
COc1cccc(NC(=O)N(CC(=O)N(CCc2ccc(OC)c(OC)c2)Cc2cccs2)C(C)C)c1	-5	12	-13
CCCCS(=O)(=O)N1CCN(c2nc3cc(C)c(C)cc3nc2C(=O)OCC)CC1	-8	5	-6
CCOc1ccccc1CNc1cc(-c2ccccc2)nc2ncnn12	-6	x	-2
O=C1c2nc(-c3cccnc3)ccc2CN1C1(C(=O)NCc2ccccc2)CC1	-5	10	-6
Cc1ccc(CC23CN4CC(CN(C4)C2)C3=O)c(C)c1	x	3	-9
CCCCCN(C)c1nc(-c2ccc(Br)cc2)nc2ccccc12	-3	-3	0

Molecules from the list above that have an NH in an aromatic ring (five):
SMILES	mcGAS inh	NPYLR7 agonist	hcGAS lum
O=C(NCc1ccc(F)cc1)c1coc(CN(CCc2c[nH]c3ccccc23)Cc2cccc(Oc3ccccc3)c2)n1	-4	24	-4
O=C1NCC(c2ccc(Cl)cc2)Cc2[nH]c(Cc3cccnc3)nc21 (stereo unspecified)	x	1	4
COc1cccc(N2CCN(Cc3cn[nH]c3C(=O)O)C(C)C2=O)c1 (stereo unspecified)	x	16	-4
COC(=O)c1ccc2c(=O)n(Cc3ccc(C(=O)NCCN4CCCC4)cc3)c(=S)[nH]c2c1	-6	1	2
Cc1ccc(CN(CCc2ccccc2)C(=O)Cn2ccc(=O)[nH]c2=O)s1	x	-3	-7

Later entries:
SMILES	mcGAS inh	NPYLR7 agonist	hcGAS lum
CCn1ccnc1CN(C)CC1CCCN(CCc2ccccc2C)C1 (stereo unspecified)	-12	2	-12
COCCCNC(=O)CSc1nnc(Nc2ccccc2Cl)s1	-3	0	-10
COc1ccc(NC(=O)CNC(=O)CNC2CC2)cc1	-5	-9	17
CCCC1(C)NC(=O)N(CCC2CCCCN2C)C1=O (stereo unspecified)	x	9	-9
CCC(C)C(NC(=O)Nc1cccc(C(F)(F)F)c1)C(=O)Nc1nnc(-c2ccc(Cl)cc2)s1 (stereo unspecified)	-3	9	-4
Cc1ccccc1-c1cc(O)c2c(c1)CN(C(=O)c1cnccn1)CCO2	-17	x	-2
N#CCCNC(=O)c1ccc(-c2cc(-c3ccc(Cl)cc3)[nH]n2)cc1	-6	x	-8
C=CCNC(=O)c1cc2c(=O)n3cccc(C)c3nc2n1C	x	0	-2
Cc1cc(C(=O)N2CCN(C/C=C/c3ccccc3)CC2)n2nc(C(C)(C)C)cc2n1	-9	3	-7
O=C(NCc1ccco1)c1coc(CN(Cc2ccc(F)cc2)Cc2ccc(C(F)(F)F)cc2)n1	-3	6	2
CCN(CC(=O)N(C)C)C(=O)C1(C)CC1(Cl)Cl (stereo unspecified)	x	3	-7
CCNc1nn(CC(=O)N2CCOc3ccc(C)cc32)c(N)c1-c1nc(-c2ccc(Cl)cc2)no1	-6	x	-2
COc1cc(CNC(=O)N2CCN(Cc3ccc(C#N)cc3)CC2)cc(OC)c1OC	-19	3	-3
O=C1CN(C(=O)c2nn(-c3ccc(F)cc3)c3c2CCCC3)c2ccccc2N1	-15	-2	-9
Cn1cnnc1SCC(=O)N1c2ccccc2Sc2ccccc21	-8	8	-8
COc1ccc(OC)c(NC(=O)C2CC=CCC2C(=O)N2CCC(C#N)(c3ccccc3)CC2)c1 (stereo unspecified)	x	-10	-5
COc1cccc(CN2C(=O)NC(C)(C3CCN(C(=O)CC(C)C)CC3)C2=O)c1OC (stereo unspecified)	x	14	-1
CCC1(C)N=c2c(c(=O)n(C)c(=O)n2C)=NO1 (stereo unspecified)	x	-4	-2
COc1cc(-c2[nH]nc3nccc(-c4cccc(C(=O)NCCN(C)C)c4)c23)cc(OC)c1OC	-7	9	-3
O=C(Nc1cc(-c2ccccc2)sc1C(=O)O)c1ccc(Cl)s1	0	0	8
CCn1c(O)c(C=NNC(=O)C2CCCCC2)c(=O)n(CC)c1=S	-10	1	-8
CC(=CC(=O)O)C1CCCCC1	x	-19	1
CC(=O)NC1=NN(C(C)=O)C(C)(c2ccc(C)o2)S1 (stereo unspecified)	-4	16	-10
COc1cc2sc(C(=O)NCC(F)(F)C(F)(F)C(F)(F)F)c(Cl)c2cc1OC	-4	1	-2
CCCc1nnc2c(C(=O)N[C@@H]3C[C@H]4CC[C@@H]3C4)cccn12	-2	-10	-5
CC(C)(C)CC(C)(C)c1ccc(OCC(=O)NNC(=O)Nc2ccccc2)cc1	-8	-6	-3
Cc1ccc(C)c(NC(=O)C2CCCN(C(=O)c3ccoc3)C2)c1 (stereo unspecified)	x	0	-15
O=C1NC(=S)NC(=O)C1=Cc1ccc(OCc2ccc(Cl)cc2)cc1	-3	0	-9
CNc1cccc(-c2cccc(C(=O)N3CCOCC3)c2)n1	x	5	-13
COc1nccnc1-c1cccc(C(C)N2CCCC2)c1 (stereo unspecified)	x	15	-9
O=C(c1c(F)cccc1F)N1CCC(c2nc(-c3ccccc3)no2)CC1	-3	27	-3
CN(C)c1ccc(NC(=O)c2cccc(F)c2)cc1CN(CC1CCCO1)C(=O)NC(C)(C)C (stereo unspecified)	-6	x	-5
Cn1cc(C(=O)NC2CCCN(c3ccc(C(F)(F)F)cn3)C2)c(=O)c2ccccc21 (stereo unspecified)	-9	12	-4
CC1(CCC(=O)N2CCCC(N3CCN(c4ccc(F)cc4)CC3)C2)CC1 (stereo unspecified)	x	0	-10
CCCN(Cc1nc2sc3c(c2c(=O)[nH]1)CCCC3)CC(O)c1ccccc1 (stereo unspecified)	-5	12	-8
COc1ccccc1C(=O)N1CCC2(CC1)C(=O)N(CC(=O)NCCc1ccccc1)CN2c1ccccc1	-1	x	3
COc1cccc(S(=O)(=O)Nc2ccc(Nc3cc(-n4cccn4)nc(C)n3)cc2)c1	-8	-4	-4
Cc1ccccc1-c1ncc(CN2CCCC(C(=O)c3sccc3C)C2)cn1 (stereo unspecified)	x	3	-7
Cc1cc(C)cc(CC(=O)N2CCC2(C)C(=O)NC2Cc3ccccc3C2)c1 (stereo unspecified)	-6	7	-5
Cc1ccc(-c2nc(C(N)=O)c3[nH]c(=O)n(-c4ccccc4F)c3n2)cc1	-7	-4	-7
CC1CCN(CCCNC(=O)c2ccc(-c3nnc(-c4ccccc4)o3)cc2)CC1	x	1	-3
COC(=O)N1CCc2nn(Cc3ccc(C(C)(C)C)cc3)c(=O)cc2C1	x	14	-8
CCOP(=O)(Cc1ccc(NC(=O)c2ccc(C(F)(F)F)c(F)c2)cc1)OCC	1	-22	0
CCC(C)NC(=O)C1CC(C)N(CC(=O)NCC2CC2)c2ccccc21 (stereo unspecified)	-16	5	-6
Cc1c(C(=O)NS(=O)(=O)c2ccc(C#N)cc2)oc2c1C(=O)CCC2	x	-19	-10
CCCc1cc(=O)[nH]c(SCC(=O)N(C)CC(=O)Nc2ccc(F)cc2)n1	x	4	-5
Cn1nc(-c2cccc(NC(=O)Cc3ccc(-c4ccccc4)cc3)c2)ccc1=O	-2	2	-5
CCCCN(C=O)c1c(CC)nc2c(OCCn3cccc3)cccn12	0	-15	0
C#CCn1c(=NC(=O)c2ccn(C)n2)sc2cc(OC)c(OC)cc21	-9	1	-1
COc1cccc(-c2nc(-c3ccc(C#N)cc3)cs2)c1OC	x	5	-7
NS(=O)(=O)c1ccc(N2CCN(c3ccc(O)cc3)CC2)nc1	-7	23	-7
CC(=O)[C@@]1(O)CCC2C3CCC4=CC(=O)CC[C@]4(C)C3CC[C@@]21C (stereo partly specified)	-6	-6	-5
O=[N+]([O-])c1ccc(-c2nnc3c4ccccc4nc(Cl)n23)cc1	x	9	3
CN(C)c1cccc(Nc2cc3c(cn2)ncn3CC2CC2)c1	-5	11	-4
COc1ccc(OC)c(NC(=O)Cn2c(C)cc(C)c(C#N)c2=O)c1	-8	-3	-3
Cc1cccc(OCCn2c(CCNC(=O)C(C)(C)C)nc3ccccc32)c1	-9	0	-6
CN(CCc1ccccn1)C(=O)CCC1CCCN(C(=O)c2cc3sccc3[nH]2)C1 (stereo unspecified)	x	-2	4
C[C@]12CCC(=O)C=C1CC[C@@H]1[C@@H]2C(=O)C[C@@]2(C)[C@H]1CC[C@]2(O)C(=O)CO	-5&-1	15&0&1	3&-3&3
Cc1ccc(/C=N\NC(=O)CSc2nnc(-c3ccccc3)n2-c2ccccc2)o1	x	-4	-6
CCc1cccc2sc(N(Cc3ccccn3)C(=O)CS(=O)(=O)c3ccccc3)nc12	-8	-5	-3
O=C(Nc1ccc(-c2ccccc2)cc1)N1CC[C@H](CO)[C@H](O)C1	-13	1	-2

At a glance, some entries already given:
SMILES	mcGAS inh	NPYLR7 agonist	hcGAS lum
Cc1ccc(/C=N\NC(=O)CSc2nnc(-c3ccccc3)n2-c2ccccc2)o1	x	-4	-6
CCc1cccc2sc(N(Cc3ccccn3)C(=O)CS(=O)(=O)c3ccccc3)nc12	-8	-5	-3

Exported with two lines to a compound: part of the list above
Every second line gives: mcGAS inh	NPYLR7 agonist	hcGAS lum
> COc1ccc(OC)c(NC(=O)Cn2c(C)cc(C)c(C#N)c2=O)c1
  -8	-3	-3
> Cc1cccc(OCCn2c(CCNC(=O)C(C)(C)C)nc3ccccc32)c1
  -9	0	-6

No enrichment for hits, and some 0.29% of all compounds hit somewhere here.
